Compound activity (PubChem)
Siah-1 displacement = Siah-1 peptide-binding antagonists, primary screen, biochemical, fluorescence polarization, rhodamine-plectin, uHTS (AID 1817) | 0.02% of 290,000 active | Siah-1 / rhodamine-plectin peptide fluorescence polarization; higher % means a stronger effect | displacement, % at 20 µM, or IC50 in µM where a hit was titrated;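 active = displacement of at least 50% at 20 µM, with a fluorescence ratio check between 0.3 and a set limit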;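 note: plate controls were Siah plus tracer with DMSO for no effect and tracer alone without Siah for full effect; strong numbers were not always called active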
XIAP antagonists = XIAP antagonists, biochemical, IAP family, fluorescence polarization (AID 1018); XIAP BIR domain, fluorescence polarization peptide displacement; higher % means a stronger effect; one-dose displacement, % at 20 µM; IC50 in µM for titrated hits; 0.007% of 200,000 active; in the data active = displacement above about 50%; note: a part of the inactive calls stands beside numbers as strong as those of hits
human PMI inhibition = MPI enzyme activity inhibition – biochemical, fluorescence intensity, coupled assay, primary screen (AID 1209) | purified PMI enzyme, coupled fluorescence intensity; higher % means a stronger effect | inhibition, % at 20 µM, or IC50 in µM where a hit was titrated | 0.42% of 190,000 active;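 note: plate controls were DMSO vehicle for no effect and wells lacking substrate for full effect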
P. falciparum M1AAP = malaria alanyl aminopeptidase activity blockers – biochemical, fluorogenic H-Leu-NHMec substrate, 1536-well (AID 1445) | recombinant M1AAP, H-Leu-NHMec fluorogenic kinetic assay; higher % means a stronger effect | inhibition, % at 30 µM; hits with a dose series show IC50 in µM | 0.42% of 220,000 active;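 active = primary inhibition above the hit cutoff, then over 50% inhibition at one or more dose response concentrations, cut at about 23% in these data, passing the limit was not always enough; inconclusive = conflicting primary data, or primary hits not chosen for dose response; inactive = low primary inhibition, or under 50% at every dose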;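 note: plate controls were DMSO full reaction for no effect and no enzyme background for full effect; strong numbers were not always called active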
LYP inhibition = PTPN22 lymphoid phosphatase activity blockers – biochemical, fluorescence intensity, uHTS (AID 1779); recombinant LYP phosphatase, fluorescence intensity; higher % means a stronger effect; one-dose inhibition, % at 11.5 µM; IC50 in µM for titrated hits; 0.054% of 290,000 active;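 note: plate controls were vehicle with enzyme for no effect and no enzyme for full effect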
human PMI inhibitors = human PMI inhibitors, high substrate, primary screen, biochemical, fluorescence intensity, high mannose 6-phosphate (AID 1220) | recombinant PMI enzyme, coupled fluorescence intensity; higher % means a stronger effect | inhibition, % at 20 µM; hits with a dose series show IC50 in µM | 0.66% of 190,000 active
Dynein transport = dynein cargo transport inhibition; 0.47% of 220,000 active; AID 1381; 3617.4 mouse cells, GR-EGFP nuclear translocation imaging; test concentration mostly 20 µM; stimulated with dexamethasone, 1 µM; active compounds read low; z-score, hits read low;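 active = plate z-score of nuclear minus cytoplasmic receptor signal below a set negative limit, without overly bright fluorescence or cell loss, cut at about -3.5 in these data, passing the limit was not always enough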;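 note: z-score of nuclear minus cytoplasmic ring GR-EGFP intensity difference per well; some compounds called inactive have numbers as strong as hits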
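Buffer or medium: tet-free medium with charcoal-stripped serum / Also added: dexamethasone agonist, 1.0 µM final, for 30 min / Timing: induction 48 h, compound 1 h, agonist 30 min / Measured by: high-content fluorescence imaging after fixation / Read-out: nuclear-to-cytoplasmic GR-EGFP distribution per well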
P. falciparum M17LAP = P. falciparum M17LAP inhibitors, primary screen, biochemical, fluorogenic H-Leu-NHMec substrate, 1536-well (AID 1619) | recombinant M17LAP, H-Leu-NHMec fluorogenic kinetic assay; higher % means a stronger effect | one-dose inhibition, % at 30 µM; IC50 in µM for titrated hits | 0.38% of 220,000 active;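 active = compound inhibiting the enzyme by more than half at any dose during confirmatory dose-response retesting; inconclusive = strong single-dose inhibitors picked by rank but not retested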;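 note: plate controls were full reaction with DMSO carrier for no effect and no enzyme background for full effect; strong numbers were not always called active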
AID2073 = disruptors of CaV2.2 binding to Mint1 – biochemical, HTRF (AID 2073); HTRF protein-protein interaction, Mint1-CaV2.2; higher % means a stronger effect; 0.19% of 290,000 active; one-dose inhibition, % at 20 µM; IC50 in µM for titrated hits; in the data active = inhibition mostly above about 51%, no sharp cut-off; inconclusive = no clear call, values can overlap the other calls; inactive = mostly below about 53%; note: some results filed as inactive read as strong as hits
Dynein transport cytoplasmic EGFP = further read-out of Dynein transport, marked with its call; z-score; measured here: cytoplasmic GR-EGFP intensity; active compounds read high
Dynein transport nuclear GR-EGFP = recorded beside Dynein transport, whose call it bears; z-score; measured here: nuclear GR-EGFP intensity;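 lower value marks the stronger effect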
Dynein transport cell count = further read-out of Dynein transport, marked with its call; z-score; measured here: cell count per field
The depositor's hits bear a star; ? = inconclusive; / = no result given. Cut-off read from the data, not from the text of the source, unless noted: active = inhibition above about 50%; inactive = the rest. Rows are unselected, and some 2.1% of all compounds hit somewhere here.

Start of the data: the first two entries as a preview:
No.	Molecule	Siah-1 displacement	XIAP antagonists	human PMI inhibition	P. falciparum M1AAP	LYP inhibition	human PMI inhibitors	Dynein transport	Dynein transport cytoplasmic EGFP	Dynein transport nuclear GR-EGFP	Dynein transport cell count	P. falciparum M17LAP	AID2073
1	COc1cc2c(cc1OC)C1=C(C#N)CN(C3CCCCC3)CN1CC2	4%	-7.6%	27%	6%	-9%	33%	2	-0.2	1.5	0.16	9%	-9%
2	COc1ccc(S(=O)(=O)Nc2nc3ccccc3s2)cc1	0%	-2.3%	-2%	4%	4%	-13%	1.1	-0.14	0.57	0.29	4%	15%

All compounds of this part, repeating the preview:
No.	Molecule	Siah-1 displacement	XIAP antagonists	human PMI inhibition	P. falciparum M1AAP	LYP inhibition	human PMI inhibitors	Dynein transport	Dynein transport cytoplasmic EGFP	Dynein transport nuclear GR-EGFP	Dynein transport cell count	P. falciparum M17LAP	AID2073
1	COc1cc2c(cc1OC)C1=C(C#N)CN(C3CCCCC3)CN1CC2	4%	-7.6%	27%	6%	-9%	33%	2	-0.2	1.5	0.16	9%	-9%
2	COc1ccc(S(=O)(=O)Nc2nc3ccccc3s2)cc1	0%	-2.3%	-2%	4%	4%	-13%	1.1	-0.14	0.57	0.29	4%	15%
3	CCOC(=O)C1=C(C)N=c2s/c(=C3\C(=O)Nc4ccccc43)c(=O)n2C1c1ccc2c(c1)OCO2 (stereo unspecified)	-3%	-0.8%	22%	9%	6%	22%	-1.6	-0.28	-0.92	0.5	9%	24%
4	COC(=O)C1=C(C)N(C2CCCCC2)C(=O)C1	0%	-6.2%	4%	9%	-7%	1%	1.5	-0.093	0.21	-1.3	-11%	-1%
5	O=C(CCCOc1ccc(Cl)cc1)Nc1nncs1	10%	0.1%	-12%	-2%	-1%	4%	1.3	-0.31	0.69	-0.66	-6%	-1%
6	CN1C2CCC1/C(=C\c1ccccc1F)C(=O)/C2=C/c1ccccc1F	4%	-3.0%	12%	0%	-7%	4%	-0.26	0.11	0.54	-0.65	-11%	2%
7	CCNC(=S)N1CCN(Cc2ccccc2)CC1	5%	-6.7%	-5%	13%	-8%	-9%	-0.69	-0.27	-0.07	0.27	0%	-6%
8	CCOC(=O)Cc1c(C)[nH]c(=S)[nH]c1=O	-2%	2.1%	-7%	1%	-8%	-10%	-1	0.38	0.43	0.71	10%	-20%
9	CS(=O)(=O)N1CCC(C(=O)Nc2ccc(Oc3ccccc3)cc2)CC1	3%	-7.4%	16%	-1%	-2%	13%	-0.72	-0.21	-0.31	0.8	4%	-12%
10	O=C(c1ccc(N2CCOCC2)c([N+](=O)[O-])c1)N1CCN(S(=O)(=O)c2cccs2)CC1	-1%	-3.6%	-5%	3%	1%	-6%	-0.55	-0.33	0.13	0.74	3%	4%
11	O=C(O)CSCC(=O)NCc1ccccc1	12%	-0.9%	-1%	1%	-8%	0%	2.7	-0.18	1.9	-2.2	16%	3%
12	CCCNC(=O)c1ccc(Cl)c(Cl)c1	5%	-0.1%	-2%	8%	4%	0%	0.8	-0.23	-0.59	0.36	8%	-7%
13	CC(C)(C)c1ccc(-c2nc(C#N)c(NCc3cccnc3)o2)cc1	-2%	-4.6%	25%	1%	0%	11%	-0.67	-0.096	-0.16	0.2	11%	11%
14	COc1ccc(Cl)cc1C(=O)CSc1nc(N)cc(N)n1	-1%	-1.8%	-4%	-1%	6%	-2%	-0.64	-0.19	-0.053	-0.065	7%	-23%
15	CCOc1cccc(C(=O)Nc2ccncc2)c1	4%	6.7%	-1%	2%	-3%	8%	-0.6	-0.25	0.44	-0.52	-5%	-18%
16	Cc1nnc(-c2ccccc2)[nH]c1=O	0%	-1.7%	-10%	-1%	1%	-8%	-0.14	-0.045	0.19	0.56	-7%	3%
17	O=[N+]([O-])c1cc(S(=O)(=O)Nc2ccccc2)ccc1N1CCN(c2ccc(O)cc2)CC1	10%	-9.9%	11%	-3%	-2%	18%	-0.22	-0.3	-0.46	0.39	1%	-16%
18	COc1ccc(C)cc1S(=O)(=O)Nc1ccccc1C	5%	-1.7%	12%	10%	-5%	13%	-0.83	-0.23	-0.018	-0.98	-1%	0%
19	C/C(=N\NC(=O)c1ccc(Cl)cc1)c1cccc(NC(=O)c2cccnc2)c1	-8%	-5.0%	-8%	2%	-4%	-2%	-0.65	-0.3	-0.69	0.64	-9%	3%
20	Cc1nn(C(C)C(=O)Nc2ccc(Cl)cn2)c(C)c1[N+](=O)[O-] (stereo unspecified)	2%	1.2%	6%	10%	-6%	7%	-0.18	-0.11	0.63	0.24	2%	5%
21	O=C(COC(=O)c1ccc2c(c1)C(=O)N(CCc1ccccc1)C2=O)Nc1ccc(OC(F)F)cc1	-3%	-5.3%	2%	1%	6%	-7%	-0.29	0.17	-0.11	0.16	24%	6%
22	CCOC(=O)CN(C(=O)CSc1nnc(CNc2ccc(F)cc2)n1C)c1ccccc1	0%	-5.4%	7%	6%	-7%	4%	-0.049	-0.26	0.25	1.2	0%	-4%
23	O=C(NCCc1nc2ccccc2[nH]1)/C(=C/c1ccco1)NC(=O)c1ccc(Br)cc1	3%	-21%	5%	3%	-2%	-1%	0.65	-0.25	0.61	-0.92	2%	2%
24	COC(=O)c1onc(-c2ccccc2)c1C(=O)OC	3%	-6.3%	8%	-3%	-2%	6%	0.88	-0.46	0.66	-0.041	1%	-2%
25	O=C(NCCCN1CCOCC1)c1cc(C(=O)C2CCCCC2)c[nH]1	-5%	-4.9%	-17%	13%	-6%	-21%	-0.72	-0.34	0.066	0.54	-3%	-4%
26	COC(=O)c1ccc(C(=O)OC)c(NC(=O)Nc2ccc3c(c2)OCO3)c1	-1%	-1.2%	15%	4%	7%	12%	1	-0.19	1	-1.3	6%	-4%
27	CC(=O)c1sc(-c2ccc(F)cc2)cc1NS(=O)(=O)c1ccccc1	3%	/	/	4%	-6%	/	-0.73	-0.13	-0.48	-0.17	-4%	-3%
28	CCOc1ccc(N(CC(=O)Nc2ccc(C)cc2)S(=O)(=O)c2c(C)noc2C)cc1	0%	-3.4%	-1%	-7%	0%	10%	0.44	-0.031	0.35	-1.6	-5%	1%
29	COc1ccc(-c2[nH]nc3c2C(c2ccccc2OC(=O)N2CCOCC2)C(C#N)=C(N)O3)cc1 (stereo unspecified)	9%	-7.9%	15%	4%	0%	17%	1.2	-0.22	0.49	-0.15	32%	-11%
30	Cc1cc(=O)oc2cc(OCC(=O)OCC(=O)NC(=O)NC(C)C)ccc12	9%	-4.5%	4%	6%	-17%	7%	0.2	-0.23	0.029	0.36	21%	2%
31	CN(C)c1ccc(/C=C(/NC(=O)c2ccccc2)C(=O)N/N=C/c2ccc([N+](=O)[O-])c(O)c2)cc1	-5%	6.3%	33%	16%	13%	30%	0.61	-0.075	0.96	0.25	-14%	-6%
32	CC1=CC(C)(C)N(C(=O)Nc2ccccc2)c2ccccc21	1%	-4.0%	8%	-9%	1%	8%	0.21	-0.18	0.15	-0.095	-24%	-20%
33	CCc1ccc(-n2cc(-c3ccc(F)cc3)[n+]3c2SCCC3)cc1	-2%	-4.7%	5%	-2%	1%	3%	-0.64	0.28	0.036	-1.2	-9%	-6%
34	CCCC(c1nnnn1Cc1ccc(F)cc1)N1CCN(C)CC1 (stereo unspecified)	2%	-0.5%	1%	-3%	-6%	1%	0.56	-0.33	-0.39	0.15	12%	?
35	O=C(O)CCCNC(=O)OCc1ccccc1	0%	-23%	-3%	6%	-3%	-7%	-0.04	-0.23	0.29	0.031	-13%	0%
36	Cc1ccc(-n2c(SCC(=O)N/N=C/C=C/c3ccccc3[N+](=O)[O-])nc3ccccc3c2=O)cc1	3%	-2.2%	-3%	-4%	4%	1%	1.7	-0.22	2	-1	-18%	-3%
37	CCc1cccc(NC(=O)CSC2=NS(=O)(=O)c3ccccc32)c1	1%	-8.4%	9%	1%	1%	-4%	-0.39	0.066	-0.16	0.26	3%	-14%
38	O=C(Cn1cnc2ccccc2c1=O)Nc1ccc(-c2nnc3n2CCCCC3)cc1	1%	-8.9%	-12%	-2%	-3%	-4%	1.1	-0.29	0.32	-0.5	6%	-2%
39	Cn1nc(C(=O)N2CCN(C(c3ccccc3)c3ccccc3)CC2)c2ccccc2c1=O	-2%	/	/	2%	7%	/	0.62	-0.23	0.25	-0.45	-3%	-17%
40	COc1ccccc1/C=N/Nc1cc(C)nc(N2CCOCC2)n1	-3%	/	/	2%	-1%	/	2.2	-0.19	2.5	-2.6	4%	12%
41	CC1CC2OC(=O)C3(C)CCCC(C)(C23)C1(O)CCc1ccoc1 (stereo unspecified)	10%	/	/	8%	-12%	/	-0.53	-0.24	-0.25	-0.22	-3%	2%
42	COc1cc(/C=N/N2C(C)CCCC2C)cc(Br)c1O (stereo unspecified)	-4%	-4.6%	-23%	0%	-7%	1%	-1.1	-0.3	-0.2	0.96	10%	-3%
43	CC(C)(C)OC(=O)N[C@@H](Cc1ccccc1)c1nnc(S(=O)(=O)Cc2ccccc2)o1	-7%	-0.5%	-27%	3%	-6%	-27%	-4.3*	0.54*	-1.9*	0.58*	12%	-6%
44	COc1ccc(N(CC(=O)NCc2ccccc2)S(=O)(=O)c2c(C)nn(C)c2C)cc1	3%	-4.1%	15%	-6%	-4%	11%	-0.22	-0.24	-0.1	0.095	6%	-3%
45	Cc1ccc(-c2noc(-c3ccccc3C(=O)NCC3CCCO3)n2)cc1 (stereo unspecified)	4%	-0.9%	5%	-2%	-2%	8%	0.55	-0.27	0.28	0.61	13%	-1%
46	CC(=O)OCCn1c2nc(=O)[nH]c(=O)c-2nc2cc(C)c(C)cc21	4%	/	/	5%	-2%	/	1.1	-0.25	0.52	-0.23	5%	27%
47	CCN(Cc1ccccc1)C(=O)/C=C/c1ccccc1[N+](=O)[O-]	14%	/	3%	1%	-8%	17%	0.013	-0.053	-0.11	0.02	-3%	8%
48	Cc1ccc(NC(=O)N2CCN(c3ccccn3)CC2)cc1	8%	-9.3%	0%	12%	-2%	8%	-0.51	-0.27	-0.11	0.69	12%	1%
49	CCN1CCN(CCCN(Cc2ccco2)C(=S)Nc2cccc(Cl)c2C)CC1	0%	-5.0%	-5%	0%	0%	-5%	0.53	-0.09	0.57	-0.7	-1%	-2%
50	COc1ccc(N2C(=O)CCC(C(=O)NCc3ccccn3)C2c2ccc(OC)c(OC)c2)cc1 (stereo unspecified)	5%	-1.0%	6%	-3%	4%	3%	-0.17	-0.036	0.24	0.011	2%	-6%
